ERK EGF block – inhibitors of EGF-stimulated ERK signaling pathway | HEK293-V1b, EGF-stimulated phospho-ERK AlphaScreen | Potency, µM (highest dose often 11.5 µM), for inactives: at the highest dose activity change, negative = inhibition, usual class: inhibitors | 0.41% of 130,000 active; active means well fitted inhibition curve with a large enough effect; inconclusive means small, poorly fitted or top-dose-only effect, or effect the other way;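 further: plate controls were stimulated vehicle wells for no effect and unstimulated vehicle basal for full effect; nearly all actives have a fitted effect of over 55% in size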
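Phospho-ERK1/2 measured by AlphaScreen (SureFire) after 5 min 25 nM EGF stimulation of V1b-expressing HEK293 cells preincubated 30 min at 37C with titrated compounds; data scaled to DMSO and EGF controls, Hill-fitted AC50.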
An asterisk follows results filed as active; ? = inconclusive; [ ] = dose if it differs, or a comment. Potency means the concentration at half of the fitted maximal effect. Some of the compounds tested, so the mix of outcomes need not match the whole.

smiles,ERK EGF block
COc1cccc(/C=C(/C(=O)OCC(=O)NCC2CCCO2)c2ccccc2)c1 (stereo not drawn),-1%
O=C(Nc1cccc(F)c1)Nc1ccc2c(c1)C(=O)OC2,-1%[57.5 µM]
COc1cccc(-n2c(=S)[nH]c3c(oc4ccccc43)c2=O)c1,3%
Cc1noc(C)c1C(=O)N1CCC2(CC1)CN(c1cccc(-c3ccccc3)c1)C2,17%
CC(=O)Nc1cccc(N=NN2CCOCC2)c1,-1%
COc1ccc(-c2cc(=O)c3c(O)cc(O)cc3o2)cc1,2%
CC12CCC(C(=O)N3CCc4ccccc43)(CC1=O)C2(C)C (stereo not drawn),-9%[57.5 µM]
CCOc1ccc(NC(=O)C(=O)NCc2ccncc2)cc1,9%
Nc1cc(S(=O)(=O)N2CCCCC2)ccc1N1CCOCC1,3%
Cc1cc2c(c(SCC#N)n1)C(=O)OC2,3%
Cn1cnnc1SCC(=O)c1ccc(O)c(O)c1,-13%
CCOC(=O)c1c(NC(=O)COC(=O)c2ccc(O)cc2)sc(C(=O)N(C)C)c1C,34%
CCOP(=O)(OCC)C(NC(=O)Nc1ccc(Cl)cc1)C(=O)N(CC)CC (stereo not drawn),5%
COc1cc(C=O)ccc1Oc1cnccn1,-7%
COc1ccc(C(C)=O)cc1COC(=O)c1cnc(Cl)c(Cl)c1,?
O=C(NCc1ccc2c(c1)OCO2)c1ccc2c(c1)OCO2,4%[57.5 µM]
Cc1ccccc1CSc1nnc2ccc(-c3ccncc3)nn12,2%
Clc1cccc(N=NN2CCOCC2)c1Cl,2%[57.5 µM]
COc1cccc(-n2c(SC3CCOC3=O)nc3ccccc3c2=O)c1 (stereo not drawn),-4%
CCOc1ccc(NCc2ccccc2OCc2cccc(F)c2)cc1,2%

An excerpt from above in order of count of non-hydrogen atoms, ascending:
smiles,ERK EGF block
COc1cc(C=O)ccc1Oc1cnccn1,-7%
CC(=O)Nc1cccc(N=NN2CCOCC2)c1,-1%
COc1cccc(/C=C(/C(=O)OCC(=O)NCC2CCCO2)c2ccccc2)c1 (stereo not drawn),-1%
CCOC(=O)c1c(NC(=O)COC(=O)c2ccc(O)cc2)sc(C(=O)N(C)C)c1C,34%

Fetched by structure from the entries so far, 2 records:
smiles,ERK EGF block
COc1cccc(/C=C(/C(=O)OCC(=O)NCC2CCCO2)c2ccccc2)c1 (stereo not drawn),-1%
COc1cccc(-n2c(SC3CCOC3=O)nc3ccccc3c2=O)c1 (stereo not drawn),-4%

Additional compounds follow.
smiles,ERK EGF block
COc1nc(-c2ccccc2)cc(-c2ccc3c(c2)OCO3)c1C#N,56%[57.5 µM]
COc1ccc([N+](=O)[O-])cc1NC(=S)NC(=O)C(C)(C)C,-8%
COc1cc(OC)c(-c2noc(C(=O)OC(C)(C)C)c2C(=O)OC(C)(C)C)c(OC)c1,2%
COC(=O)c1cc(OC)c(OC)c(OC)c1[N+](=O)[O-],1%[57.5 µM]
CC(C)=NNc1nc2c(c(=O)n(C)c(=O)n2C)n1C,-4%[57.5 µM]
CC(=O)c1ccc(OCC(=O)c2ccc(-c3ccccc3)cc2)cc1,-6%
O=C(O)COc1ccc(/C=N/NC(=O)c2ccc(-c3csc(Nc4ccc(Cl)cc4)n3)cc2)cc1,-11%[57.5 µM]
O=C(O)c1cccnc1Sc1ccccc1,7%
Cc1ccc(C(C[N+](=O)[O-])Sc2ccc(N)cc2)cc1 (stereo not drawn),?
C[C@@H]1[C@H]2CC[C@@H]3[C@@H]4CC=C5C[C@@H](N(C)C)CC[C@]5(C)[C@@H]4CC[C@@]32CN1C,-1%[25.7 µM]
O=C(CSc1ccc(Cl)cc1)N1CCCC1,-10%
C[C@H](NC(=O)OCc1ccccc1)c1nnc([C@H](C)NC(=O)OCc2ccccc2)o1,-11%[57.5 µM]
CC(C)(C)C1CCC(C(=O)OCC(=O)c2ccc[nH]2)CC1 (stereo not drawn),3%
CCSc1nnc(NC(=O)[C@H](C)NC(=O)c2ccccc2Cl)s1,2%
Cc1ccc2c(c1)nc(-n1nc(C)cc1C)c1nnnn12,-8%
Cc1ccc(CNC(=O)C(NS(=O)(=O)c2cccc3nsnc23)c2ccccc2)cc1 (stereo not drawn),2%
Cn1c(=O)c2c(nc(SCc3nn[nH]n3)n2Cc2ccccc2F)n(C)c1=O,5%
O=C1CCCC/C1=C/NCc1ccccc1,0%
S=c1[nH]nc(-c2ccco2)n1-c1ccccc1Cl,7%
Cc1ccc(NC(=O)Cn2nnc3ccccc3c2=O)cc1C,-9%

(cont.)
smiles,ERK EGF block
CC(=O)N1CCCN(Cc2cn(-c3ccc(C)cc3)nc2-c2cccc(C)c2)CC1,0%
COc1ccsc1C(=O)Nc1ccc(F)cc1F,9%
O=C(O)[C@H]1CCCC[C@H]1C(=O)Nc1ccc(Nc2ccccc2)cc1,7%
Cc1c(N/C(=N/S(=O)(=O)c2ccc(Cl)cc2)c2ccccc2)c(=O)n(-c2ccccc2)n1C,1%
Cc1cc(C)c(OCCCCN(C)C)c(Br)c1,-2%
CC(C)(C)c1ccc(OCc2ccc(C(=O)NCc3cccnc3)o2)cc1,?
CC1=NN(c2ccc(Cl)cc2)C(=O)C1C(c1ccccc1O)c1c(C)[nH]n(-c2ccc(Cl)cc2)c1=O (stereo not drawn),9%
CCOC(=O)C1=C(C)OC(N)=C(C#N)C1c1ccc(OC)c(CSc2ccccn2)c1 (stereo not drawn),-2%
CC(=O)Nc1cccc(/C(C)=N/NC(=O)c2cccs2)c1,-1%
O=C(Nc1ccc(N2CCOCC2)cc1)c1ccccc1SCC(=O)N1CCCC1,5%
CCn1nnnc1-c1ccc(OC)c(S(=O)(=O)Nc2ccc(S(N)(=O)=O)cc2)c1,2%
CS/C(=N\S(=O)(=O)c1cccs1)Nc1ccc(F)cc1,-3%
Cc1ccccc1CN1C(=O)c2ccccc2Sc2ccc(C(=O)O)cc21,-12%
O=C(N/N=C/c1ccc(N2CCOCC2)o1)c1ccccc1[N+](=O)[O-],10%
O=C(N/N=C/c1ccncc1)c1ccc(-n2cccc2)cc1,2%
Cc1cccc(C)c1NC(=S)N/N=C1\CC2CC=CC12 (stereo not drawn),-1%
Cc1ccc(S(=O)(=O)c2nnn(-c3cccc(F)c3)c2N)cc1,-8%
CNCCCOc1ccc(Cl)cc1C(C)(C)C,-3%
C=CCSc1nnc(NC(=O)c2ccc(NC(C)=O)cc2)s1,7%[57.5 µM]
O=C(Nc1ccccc1C(=O)NCc1cccnc1)c1cccc([N+](=O)[O-])c1,-6%

Shown with each value named: 4 of the compounds above
> CC(C)(C)c1ccc(OCc2ccc(C(=O)NCc3cccnc3)o2)cc1
  ERK EGF block: ?

> CC1=NN(c2ccc(Cl)cc2)C(=O)C1C(c1ccccc1O)c1c(C)[nH]n(-c2ccc(Cl)cc2)c1=O (stereo not drawn)
  ERK EGF block: 9%

> CCOC(=O)C1=C(C)OC(N)=C(C#N)C1c1ccc(OC)c(CSc2ccccn2)c1 (stereo not drawn)
  ERK EGF block: -2%

> CC(=O)Nc1cccc(/C(C)=N/NC(=O)c2cccs2)c1
  ERK EGF block: -1%

New compounds follow.
smiles,ERK EGF block
C/C(=N/NC(=O)CC1N=C(Cc2ccccc2)NNC1=O)c1cccnc1 (stereo not drawn),-8%
O=C(Nc1ccc(S(=O)(=O)N2CCOCC2)cc1)c1ccc2c(c1)S(=O)(=O)c1ccccc1C2=O,1%
COCC(=O)N1CCC2(CC1)CCN(c1ccccn1)CC2,1%
Cc1ccc(NC(=S)N(Cc2ccco2)C(C)c2cccs2)c(Cl)c1 (stereo not drawn),4%
CCOC(=O)N1CCC(NC(=O)c2ccccc2C(=O)O)CC1,-27%[57.5 µM]
COc1cccc(CN2CCC(CO)(CC3CCCCO3)CC2)c1 (stereo not drawn),1%
CS(=O)(=O)Nc1cccc(-c2nc(NCc3cccs3)c3ccccc3n2)c1,18%
CCC1CCC/C1=N\NC(=O)CCC(=O)Nc1ccccc1Cl (stereo not drawn),7%
CCc1cc(S(N)(=O)=O)cc(CC)c1NC(C)=O,3%[57.5 µM]
Cc1ccc(S(=O)(=O)CC(CN2CCOCC2)N2CCOCC2)cc1 (stereo not drawn),2%
O=C(Nc1ccccc1C(=O)N1CCCCCC1)c1ccc(Cl)cc1,4%
O=C(NCC(=O)N1CCN(S(=O)(=O)/C=C/c2ccccc2)CC1)c1ccc(Cl)cc1,1%[57.5 µM]
COc1ccccc1-n1c2nc3ccccc3nc2c2c(=O)n(-c3cc(C)cc(C)c3)cnc21,27%
Cc1ccc([N+](=O)[O-])cc1NC(=O)Nc1ccc(S(N)(=O)=O)cc1,-21%[57.5 µM]
Nc1nc2c(F)cccc2s1,3%
CCC(NC(=S)Nc1ccccc1)C(=O)O (stereo not drawn),-3%
CCC(=O)N/C(=N/c1nc(C)cc(C)n1)Nc1ccc(OC)cc1,9%
CCOC(=O)c1sc2nc(C)nc(NCc3cccnc3)c2c1C,-9%
CC1=NN(c2ccc([N+](=O)[O-])cc2)C(=O)/C1=C\N(C)C,-3%
CCCCn1c(SCC(=O)OCC)nc2c1c(=O)[nH]c(=O)n2C,-3%

(next part)
smiles,ERK EGF block
Cc1nc(NC(=O)c2ccc([N+](=O)[O-])cc2Cl)sc1C(=O)N(C)C,6%
CCN(Cc1ccccc1)C(=O)CSc1nncn1C,0%
CN(CC(=O)Nc1ccccc1F)CC(=O)Nc1ccccc1Br,2%
CC(NC(=O)OCc1ccccc1)C(=O)Oc1cc2oc(=O)cc(-c3ccccc3)c2cc1Cl (stereo not drawn),-6%
O=C1C=CN(C(=O)Oc2ccccc2)CC1,-8%
NS(=O)(=O)c1ccc(CCNC(=O)CN2CCN(c3ccccc3O)CC2)cc1,-3%
COc1ccccc1NC(=O)CSc1nnc(Cn2c(=O)sc3ccccc32)n1C,9%
C#CCOCCOCCOCCNc1nc(N2CCN(C(=O)[C@H]([C@@H](C)CC)n3cc(CCCN=C(N)N)nn3)CC2)nc(N2CCN(C(=O)[C@H]([C@@H](C)CC)n3cc(CCCN=C(N)N)nn3)CC2)n1,?
O=S(=O)(Cc1ccc(Cl)cc1)N1CCN(Cc2ccc3c(c2)OCO3)CC1,6%[57.5 µM]
CC(C)OC(=O)c1cccnc1N1CCN(c2cccc(Cl)c2)CC1,-7%
Cc1cccc(NC2=C/C(=N/S(=O)(=O)c3cccs3)c3ccccc3C2=O)c1,8%
CCOc1ccc(C(C(=O)NC2CCCC2)N(CCCO)C(=O)c2ccc(-c3ccccc3)[nH]2)cc1 (stereo not drawn),-10%
CC1CCC2(CC1)NC(=O)N(CC(=O)NC(=O)Nc1ccc3c(c1)OCCO3)C2=O (stereo not drawn),13%[57.5 µM]
Cc1ccc2nc(NC(=O)COC(=O)c3ccncc3)sc2c1,-6%
CN(C)/C=C/C1=CC(=O)CC(C)(C)C1,1%
COc1cc(-c2onc3ccc(Br)cc23)cc(OC)c1OC,-11%
CCn1c(SCC#N)nc2ccccc2c1=O,8%[57.5 µM]
C/C(CC(=O)Nc1ccc(Cl)cc1Cl)=N\NC(=O)c1ccncc1,5%[57.5 µM]
CSC1=NC2(CC(c3ccccc3)Oc3cc(O)ccc32)CC(C)(C)N1 (stereo not drawn),-3%
CCNc1ncc2nc(CCc3ccccc3)c(=O)n(C)c2n1,-3%

(more compounds)
smiles,ERK EGF block
Cc1ccccc1N(C(=O)Cn1nnc(-c2ccc(F)cc2)n1)C(C(=O)NC(C)(C)C)c1ccncc1 (stereo not drawn),-19%
Cc1ccccc1-n1c(-c2ccco2)n[nH]c1=S,10%
O=C(Cn1ncc(N2CCOCC2)c(Br)c1=O)c1ccc(Cl)cc1,-7%
CC(=O)Nc1ccc(S(=O)(=O)Nc2cccc(-c3cn4cccnc4n3)c2)cc1,4%[57.5 µM]
Cc1cc(S(=O)(=O)Nc2ccc3c(c2)COC3=O)ccc1F,43%
Cc1ccc(CNC(=O)C2CC(c3ccccc3F)=NO2)cc1 (stereo not drawn),3%[57.5 µM]
CCN1CCc2nc(N)sc2C1,2%
O=C(Nc1sc2c(c1C(=O)N1CCOCC1)CCCCC2)c1cccnc1,-5%
CC1=CC(=O)c2c(O)ccc(O)c2C1=O,?
CCCS(=O)(=O)c1c(S(=O)(=O)CCC)c2c(N)cccn2c1C(=O)OC,0%
O=C(c1cccs1)N1CCC(C(=O)N2CCN(Cc3ccc4c(c3)OCO4)CC2)CC1,5%
COC(=O)c1ccc(N/C=C\C(=O)c2ccc3c(c2)OCO3)cc1,-16%
COc1ccc(NS(=O)(=O)c2ccc3c(c2)NC(=O)CO3)cc1,-7%
CC1CCC2(CC1)NC(=O)N(CC(=O)Nc1ccc(N3CCOCC3)cc1)C2=O (stereo not drawn),5%
O=C(CN1CCN(S(=O)(=O)/C=C/c2ccccc2)CC1)Nc1ccccc1N1CCOCC1,8%[57.5 µM]
Cc1cccnc1CN1CCN(C(=O)CCc2nnc(CCc3ccccc3)o2)CC1,10%
N#C/C(=C\c1c[nH]c2ccccc12)C(N)=O,0%[57.5 µM]
CC1CCN(CCOc2ccccc2-c2ccccc2)CC1,2%
